GRIN3A LBD mod: modulates the human NR3A ligand-binding domain; AID 1259313; 2.5% of 340,000 active; Tm shift relative to glycine control, % at 25 µM; NR3A LBD differential scanning fluorimetry, Tm shift; 0% = protein alone, 100% = glycine-bound protein;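 active means melting temperature shift of at least 10% of the positive control shift, at one fixed dose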
ATG4B inh: blocks human ATG4B protease cleavage of LC3 substrate | ATG4B cleavage of LC3-PLA2, NBD-HPC fluorescence, 1 h | inhibition, % at 8.33 µM | 0.51% of 340,000 active; in the data active means inhibition above about 40%
SENP6 block: SENP6 protease inhibition; Q9GZR1; Recombinant SENP6 catalytic domain, aminoluciferin luminescence; inhibition, % at 10 µM; 1.8% of 330,000 active;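 active means inhibition above about 50% at the single tested dose, limit read from the data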;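 further: plate controls were DMSO wells with enzyme for no effect and DMSO wells lacking enzyme for full effect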
Target sequence (Q9GZR1 628-1112 limits assumed): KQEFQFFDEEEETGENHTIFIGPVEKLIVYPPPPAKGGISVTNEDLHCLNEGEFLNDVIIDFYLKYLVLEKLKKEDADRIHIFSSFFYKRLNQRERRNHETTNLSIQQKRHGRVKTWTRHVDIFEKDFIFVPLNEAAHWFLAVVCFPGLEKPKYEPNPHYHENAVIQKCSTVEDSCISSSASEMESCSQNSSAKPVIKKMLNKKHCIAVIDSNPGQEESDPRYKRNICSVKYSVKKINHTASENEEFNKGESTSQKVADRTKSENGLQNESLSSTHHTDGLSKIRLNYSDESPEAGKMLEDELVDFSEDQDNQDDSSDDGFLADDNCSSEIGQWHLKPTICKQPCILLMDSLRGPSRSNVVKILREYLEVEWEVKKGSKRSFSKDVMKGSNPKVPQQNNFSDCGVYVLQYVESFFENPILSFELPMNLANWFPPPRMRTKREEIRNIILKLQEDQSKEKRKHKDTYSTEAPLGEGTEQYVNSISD
PfG6PD inh: PfG6PD (Plasmodium falciparum) enzyme inhibition; PfGluPho enzyme, NADPH resazurin-diaphorase fluorescence; inhibition, % at 20 µM; 0.78% of 350,000 active; AID 504690;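 active means inhibition reaching at least a set limit at 20 µM in the primary screen, cut at about 59% in these data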;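 further: 0% = DMSO wells with substrate and 100% = DMSO wells lacking glucose-6-phosphate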
SENP1 inh: blocks the human SENP1 SUMO protease catalytic domain; Q9P0U3; recombinant SENP1 catalytic domain, CyPet-SUMO1-YPet FRET cleavage; inhibition, % at 10 µM; 0.21% of 360,000 active;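 active means inhibition at least 30% at 10 µM, raw YFP signal under a set limit, fluorescence ratio 0.5 to 1.5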;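 further: 0% = enzyme with DMSO and 100% = no enzyme wells; some results filed as inactive read as strong as hits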
Target sequence (Q9P0U3 419-644 limits assumed): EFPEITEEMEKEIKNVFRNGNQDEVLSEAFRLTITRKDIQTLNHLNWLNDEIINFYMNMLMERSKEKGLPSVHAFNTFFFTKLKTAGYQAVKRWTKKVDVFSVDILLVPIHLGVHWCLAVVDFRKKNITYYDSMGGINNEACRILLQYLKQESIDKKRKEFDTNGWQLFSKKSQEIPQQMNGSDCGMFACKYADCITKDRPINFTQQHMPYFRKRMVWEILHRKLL
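Material – human SENP1 catalytic domain · Input – SENP1 enzyme, 20 pM final · Compound dosing – single concentration of 10 µM compound, 0.5% DMSO final · Timing – enzyme reaction for 50 min at room temperature, dark · Measured by – FRET fluorescence in CFP and YFP emission channels · Control set – no-enzyme wells low, DMSO-plus-enzyme wells high control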
MPTP inh: inhibitors of mitochondrial permeability transition pore; isolated mouse mitochondria, Ca2+ swelling absorbance, 30 min; inhibition, % at 10 µM; 1.4% of 360,000 active;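 active means inhibition of 50% or more, scaled per plate between neutral and stimulator controls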;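 further: 0% = DMSO wells given calcium and 100% = 1 mM EGTA wells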
SENP8 block: blocks human SENP8 cleavage of Nedd8 substrate; Q96LD8; recombinant SENP8, Nedd8 substrate fluorescence; inhibition, % at 20 µM; 0.64% of 360,000 active; in the data active means inhibition mostly above about 40%, no sharp cut-off; inactive means mostly below about 27%
Target sequence (Q96LD8 whole entry, looked up): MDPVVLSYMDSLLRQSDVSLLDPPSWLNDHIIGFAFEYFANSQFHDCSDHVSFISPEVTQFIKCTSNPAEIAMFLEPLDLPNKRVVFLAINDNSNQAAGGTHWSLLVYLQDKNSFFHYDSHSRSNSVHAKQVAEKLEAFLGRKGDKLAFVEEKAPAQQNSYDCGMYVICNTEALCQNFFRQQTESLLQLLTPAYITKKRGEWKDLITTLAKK
hIAP activ: increases human intestinal alkaline phosphatase activity; purified human IAP, CDP-Star luminescence, 30 min; hits give high values; 1 = vehicle-only enzyme, 0 = enzyme-free background; P09923; activation factor at 10 µM; 0.16% of 330,000 active;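 active means activation factor of the enzyme at least 2-fold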; further: the source names both 10 and 20 µM as test concentration; values of inactives mirror those of a sister screen read the other way
* hit, by the source's call; / = not tested or not shown. The order is random. About 6.7% of those tested had a hit in this group.

SMILES | GRIN3A LBD mod | ATG4B inh | SENP6 block | PfG6PD inh | SENP1 inh | MPTP inh | SENP8 block | hIAP activ
CCOc1ccc(C(=S)N2CCCC2)cc1OC | -3 | 4 | -34 | -10 | 3 | -2.3 | 23 | 1.1
Cc1nc([N+](=O)[O-])cn1CC(=O)c1ccc(Cl)cc1 | 2 | 2 | 1 | -3 | 2 | -0.3 | 15 | 0.89
CCC(C)[C@H](NC(=O)C1CCN(C(=O)[C@H](Cc2ccccc2)NS(=O)(=O)c2ccc(C)cc2)CC1)C(=O)O (some centres not stated) | -2 | 4 | -8 | 3 | 3 | -0.8 | 4 | 1
CC(C)COc1ccc(-c2nnc(-c3ccco3)o2)cc1 | 1 | 7 | 94* | 4 | 0 | 4.6 | -244 | 1.1
O=C(CN1C(=O)c2ccccc2C1=O)N(CCO)Cc1ccccc1 | -1 | -4 | -10 | 8 | 2 | 0.2 | 18 | 1.2
COc1ccc(S(=O)(=O)N2CCC(C(=O)N3CCc4ccccc4C3)CC2)cc1Cl | -2 | 38 | 10 | -13 | 0 | -0.6 | 10 | 0.93
CC(OC(=O)C1CCN(S(=O)(=O)c2ccc3c(c2)OCCO3)CC1)C(=O)NC1(C#N)CCCCC1 (configuration not stated) | -1 | -40 | / | -19 | 1 | 0.2 | 3 | /
Cc1ccccc1-c1nc(CS(=O)(=O)CC(=O)NCCc2ccccc2)c(C)o1 | 0 | -9 | 3 | -5 | 1 | -0.7 | -2 | 0.98
Cc1sc2ncnc(Sc3ccccc3C(=O)Nc3ccc(C#N)cc3)c2c1C | -2 | -1 | 14 | -11 | -2 | 0.6 | -12 | 0.97
COc1cc([N+](=O)[O-])ccc1NC(=S)Nc1cccc(C(=O)O)c1 | 0 | 3 | 18 | -6 | 4 | 3.5 | -3 | 0.9
N#Cc1nc(COc2ccc(F)cc2)oc1N1CCC(Cc2ccccc2)CC1 | 0 | 5 | 11 | 0 | 2 | 5.2 | 7 | 0.92
COc1cccc(CNC(=O)CCCn2nc(C)n3c(cc4sccc43)c2=O)c1 | -1 | 1 | 3 | -1 | 0 | -0.3 | -5 | 1
Cc1ccc(N(CC(=O)NCc2ccc3c(c2)OCO3)C(=O)c2csnn2)cc1 | 1 | -3 | -16 | 2 | 4 | -2.2 | 5 | 1
O=C(c1cccc(S(=O)(=O)Nc2ccccc2Cl)c1)N1CCC1 | 0 | 2 | -11 | -2 | 1 | -0.1 | 22 | 1.1
O=[N+]([O-])c1ccc(F)cc1F | 0 | -3 | -9 | 5 | -1 | 0.3 | 0 | 0.99
O=C(NCC(=O)N(CC1CCCO1)C(C(=O)NC1CCCC1)c1ccc(F)cc1)c1ccco1 (configuration not stated) | 2 | -5 | -12 | 14 | 0 | -0.6 | 21 | 0.77
N#C/C(=C1/C(=O)Nc2ccc(Br)cc21)c1ccccn1 | 4 | -10 | -20 | 8 | 2 | -0.4 | 29 | 0.96
COc1ccc(S(=O)(=O)N2CCC3(CC2)OCCN3S(=O)(=O)c2c(C)cc(C)cc2C)cc1 | 2 | 4 | -3 | -2 | 2 | 1.7 | 3 | 1
CS(=O)(=O)N1CCN(C(=O)CCC2CCCC2)CC1 | 1 | 5 | -6 | -18 | -1 | 0.4 | 22 | 1.2
CCOc1cc(N2CCOCC2)c(OCC)cc1NC(=O)Cc1cccc2ccccc12 | 0 | -4 | -6 | 89* | 2 | -1.4 | 15 | 1
CCOc1ccc2nc(N3CCCC(C(=O)NCC4CCCO4)C3)sc2c1 (configuration not stated) | 0 | -4 | -12 | 3 | 0 | 1.6 | 28 | 1
CCOc1ccccc1NC(=O)c1ccc2c(c1)C(=O)N(C(C)(C)C)C2=O | 0 | 4 | -24 | -4 | 0 | -1.2 | 14 | 1.2
CCOc1ccc(CNC(=O)C(C)n2ccc3cc(S(=O)(=O)N4CCCC4)ccc32)cc1 (configuration not stated) | 2 | 3 | -1 | -7 | 0 | 0.2 | 5 | 1.3
CN(C)CCCN(C(=O)COc1ccc(Cl)cc1)c1nc2cc3c(cc2s1)OCCO3 | 1 | 12 | 3 | 5 | -2 | 87* | 10 | 0.96
COc1ccc(CC(=O)O/N=C(\N)c2ccncc2)cc1OC | / | / | / | -10 | 2 | -1.6 | 21 | /
COc1ccc(CNC(=O)COC(=O)c2cncc(Br)c2)cc1 | 1 | -9 | 0 | 14 | -17 | 0.4 | 4 | 0.98
O=C(NCC1CC1)c1onc(CSc2nc3ccccc3[nH]2)c1C(=O)NCC1CC1 | -6 | 4 | -4 | 14 | 0 | -0.5 | 0 | 1.1
CC(C)c1nc2sc3ccccc3c(=O)c2c(=O)n1Cc1ccccc1 | -4 | -8 | -19 | 4 | 0 | 3.5 | 19 | 0.82
CCc1nn(CC(=O)NCCCN2CCOCC2)c(=O)c2cc3cc(F)ccc3n12 | -1 | -1 | 4 | 8 | 1 | -1.4 | -77 | 0.82
Cc1cc(NC(=O)CCN2CCN(CCO)CC2)ccc1Br | 0 | -1 | 12 | -3 | 0 | -0.4 | 14 | 1.1
Cc1n[nH]c(=S)n(/N=C/c2cccc([N+](=O)[O-])c2)c1=O | -2 | -3 | -8 | -7 | 2 | 1.9 | 3 | 1.1
CN(C)CC(C)(C)NS(=O)(=O)c1ccc(Cl)cc1 | 2 | -1 | 0 | -25 | 1 | 0.2 | 6 | 1.4
CCCCC1(C)NC(=O)c2c(C)sc(C(=O)OCC)c2N1 (configuration not stated) | -1 | -5 | 0 | -3 | 2 | 3.7 | -452 | 0.97
COc1ccc(OC)c2sc(NC(=O)C3COc4ccccc4O3)nc12 (configuration not stated) | 3 | -14 | -4 | -5 | 1 | 0.7 | -89 | 1.1
Cc1cc(-c2nc(C)c(C(=O)NNS(=O)(=O)c3cccc(C(F)(F)F)c3)s2)no1 | 0 | 0 | -3 | -6 | 1 | 0.4 | 29 | 0.92
Cc1ccc(C(=O)N2CCN(Cc3ccc4c(c3)OCO4)CC2)cc1[N+](=O)[O-] | 0 | -1 | 4 | -4 | 0 | 0.1 | 14 | 1
O=C(NCCC(=O)N1CCN(Cc2c(F)cccc2Cl)CC1)c1ccc(Cl)cc1 | 0 | -18 | -2 | -13 | 1 | -0.2 | 7 | 1
Nc1nc(-c2ccc(Cl)cc2)nn1C(=O)c1ccco1 | -1 | -10 | -25 | 1 | 1 | -1.3 | -82 | 0.92
CCCc1c(C(=O)NNc2ccccc2OC)cnn1-c1ccccc1 | -1 | -2 | 7 | 7 | 1 | 1.6 | 16 | 0.83
C[C@@]12C(=O)Nc3ccc(Br)cc3C(=O)N1[C@H]1c3cc(Cl)ccc3OC[C@@H]1[C@@H]2c1ccccc1 | 0 | 5 | -18 | -11 | -1 | -0.4 | -4 | 0.91
O=C(CNC(=O)c1ccc(Cl)cc1)OCCN1C(=O)c2ccccc2C1=O | 3 | -6 | 12 | -5 | 1 | -0.4 | 4 | 0.87
CC(=O)Oc1c(I)cc(I)cc1C(=O)Nc1ccc(Cl)cc1 | 16* | 24 | 10 | 25 | -1 | 70* | -2 | 1
COc1ccc(S(=O)(=O)Nc2ccccc2C(N)=O)cc1OC | 1 | -1 | -18 | -17 | 0 | -1.4 | -160 | 0.91
CCOC(=O)C(C)n1cnc2c(nnn2Cc2ccc(C)cc2)c1=O (configuration not stated) | -5 | 3 | 1 | -1 | 1 | -0.2 | 0 | 0.95
CCCCOc1c(Cl)cc(C(=O)N2CCN(CC(=O)N3CCCC3)CC2)cc1OCC | 0 | 0 | -12 | -7 | -5 | -0.1 | 1 | 1.1
CCOC(=O)c1[nH]c2ccccc2c1NC(=O)c1ccc(S(=O)(=O)N(C)C)cc1 | 1 | -10 | 8 | 1 | 2 | -2.1 | -3 | 0.98
CC(C)Oc1ccc(C(=O)NCCCNC(=O)c2cccnc2)cc1 | 1 | 2 | -5 | -14 | 3 | 0.4 | 14 | 1.7
O=C(NCC1CCCO1)c1cc2nc(-c3ccco3)cc(C(F)(F)Cl)n2n1 (configuration not stated) | 3 | 4 | -3 | -16 | -57 | -0.6 | -416 | 0.89
Cc1nc2ccc(NC(=O)N3CCN(c4ccccn4)CC3)cc2s1 | -1 | -13 | -24 | 7 | -5 | 0.2 | -94 | 1
Cc1ccc(N2CC(C(=O)Nc3ccc4c(c3)OCCO4)CC2=O)cc1C (configuration not stated) | 1 | -7 | -11 | 2 | 0 | -1.3 | 16 | 1.2
CCCCNC(=S)NCCN1CCCCC1 | 0 | -16 | 8 | 1 | 2 | -0.2 | 20 | 1
CCOc1ccc(OCCC(=O)OCC(=O)N(CC)c2c(N)n(Cc3ccccc3)c(=O)[nH]c2=O)cc1 | -1 | -1 | / | -6 | 1 | 0.6 | 12 | /
COC(=O)c1ccc(S(=O)(=O)NCc2ccccc2)n1C | 2 | 2 | 4 | -10 | 1 | 2.3 | 15 | 1
Cc1cc2nnc(SCC(=O)N(C)C3CCS(=O)(=O)C3)n2c2ccccc12 (configuration not stated) | -1 | -2 | -1 | 6 | 1 | -0.1 | -168 | 1.1
COc1ccc(N2CCN(c3nc(-c4cccs4)nc4ccccc34)CC2)cc1 | 0 | -4 | -6 | 19 | 1 | 2.2 | 12 | 0.83
O=C(Nc1ccc2oc(-c3ccccc3F)nc2c1)c1ccc2c(c1)OCCO2 | 9 | 1 | -3 | 21 | -6 | 0.0 | -274 | 1.1
CC(C1CC2CCC1C2)n1c(-c2ccco2)n[nH]c1=S (configuration not stated) | -2 | -6 | 11 | 43 | 3 | -1.1 | -16 | 1.2
C/C(=C\C(=O)c1ccc(F)cc1)NCc1ccc2c(c1)OCO2 | 14* | -4 | -9 | 1 | -1 | -0.5 | -10 | 0.94
N#C/C(=C/c1ccc(O)c(O)c1)c1nc2ccccc2[nH]1 | 19* | -10 | 80* | -10 | -25 | 5.4 | -86 | 0.42
O=C(CN1C(=O)/C(=C/c2ccc(C(F)(F)F)cc2)Sc2ccccc21)NCCCN1CCOCC1 | -1 | -16 | -11 | 17 | -9 | 0.2 | 2 | 1.2

Five compounds from above, ordered by number of heavy atoms, low to high:
SMILES | GRIN3A LBD mod | ATG4B inh | SENP6 block | PfG6PD inh | SENP1 inh | MPTP inh | SENP8 block | hIAP activ
CS(=O)(=O)N1CCN(C(=O)CCC2CCCC2)CC1 | 1 | 5 | -6 | -18 | -1 | 0.4 | 22 | 1.2
Cc1n[nH]c(=S)n(/N=C/c2cccc([N+](=O)[O-])c2)c1=O | -2 | -3 | -8 | -7 | 2 | 1.9 | 3 | 1.1
CC(C)c1nc2sc3ccccc3c(=O)c2c(=O)n1Cc1ccccc1 | -4 | -8 | -19 | 4 | 0 | 3.5 | 19 | 0.82
CCOc1ccccc1NC(=O)c1ccc2c(c1)C(=O)N(C(C)(C)C)C2=O | 0 | 4 | -24 | -4 | 0 | -1.2 | 14 | 1.2
N#Cc1nc(COc2ccc(F)cc2)oc1N1CCC(Cc2ccccc2)CC1 | 0 | 5 | 11 | 0 | 2 | 5.2 | 7 | 0.92

Carrying on:
SMILES | GRIN3A LBD mod | ATG4B inh | SENP6 block | PfG6PD inh | SENP1 inh | MPTP inh | SENP8 block | hIAP activ
Cc1ccccc1OC(C)C(=O)NCCC1=CCCCC1 (configuration not stated) | 10 | 2 | -5 | -5 | 0 | 0.7 | 8 | 1
O=[N+]([O-])c1ccc(/C=N/n2cnc3ccccc32)s1 | -4 | -16 | 73* | 29 | -10 | 1.5 | 36 | 0.86
COc1ccccc1CNC(=O)Cn1cccc1C(=O)c1ccccc1C | -2 | 14 | 1 | -4 | -2 | 2.5 | 6 | 0.92
CC(=O)Nc1ccc(/C=N/NC(=O)CNS(=O)(=O)c2ccccc2)cc1 | -2 | -7 | -1 | 13 | 0 | -2.0 | 9 | 1.1
O[C@@H]1Cc2ccccc2O[C@H]1c1ccccc1 | 1 | 7 | / | -6 | 1 | -0.4 | 17 | /
O=C(c1ccco1)N1CCN(c2ccc(S(=O)(=O)N3CCCC3)cc2)CC1 | -1 | -11 | 13 | -6 | -1 | -0.4 | 12 | 1.1

Compound activity deposited in PubChem BioAssay by Sanford-Burnham Center for Chemical Genomics.
